Assay outcomes as filed in PubChem BioAssay.
MEP2 TOR yeast: modulators of MEP2-GFP levels in yeast, primary screen, S. cerevisiae, multiplex flow cytometry, MLPCN library | GFP response vs DMSO, % at 10 µM | AID 2016, 2009 | S. cerevisiae MEP2-GFP strain, 3 h; 100% = DMSO control level | 0.51% of 330,000 active;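 active means GFP response versus DMSO above a set limit, roughly screen mean plus 3 SD, cut at about 180% in these data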;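 further: median GFP fluorescence of the barcode-gated MEP2-GFP cells per well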
LAP4 TOR yeast: modulators of LAP4-GFP expression in yeast, primary screen, S. cerevisiae, multiplex flow cytometry, MLPCN library | GFP response vs DMSO, % at 10 µM | 0.34% of 320,000 active | 3 h; median GFP as percent of DMSO wells;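 active means GFP response vs DMSO above a set limit, about the screen mean plus 3 SD, cut at about 150% in these data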
proCasp7 act: procaspase-7 activators, primary screen, counter-screen for procaspase-3 activator project, biochemical, absorbance, HTS, human. Caspase-7 (Homo sapiens), P55210. recombinant procaspase-7, Ac-DEVD-pNA absorbance 405 nm; D23A/D198A/D206A triple mutant, cannot self-cleave; scale: DMSO 0, 5 µM enzyme 100. activation, % at 8.5 µM. 0.093% of 330,000 active;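 active means percent activation above the screen-wide mean plus 3 SD, cut at about 25% in these data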
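Replicates: singlicate. Assay system: Procaspase-7 triple mutant (PC-7 D3A). Signal: 405 nm absorbance of p-nitroaniline. Times: 1 h preincubation, 2 h reaction. Buffer or medium: Zinc-free HEPES pH 7.4 with 300 mM NaCl, 0.01% Triton X-100. Also added: DEVD-pNA substrate. Benchmarks: DMSO wells as 0%, DMSO with 5 µM added PC-7 as 100%.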
AGP1 TOR yeast: modulators of AGP1-GFP expression in yeast TOR pathway, primary screen, cell-based, multiplex flow cytometry, S. cerevisiae, MLPCN library | GFP response vs DMSO, % at 10 µM | 3 h; GFP as percent of DMSO wells | 0.02% of 320,000 active | AID 2066, 2009;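 active means GFP response relative to DMSO above a set limit, near screen average plus 3 SD, cut at about 150% in these data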;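 further: median GFP channel fluorescence of the gated AGP1 strain per well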
procasp3 activ: activators of human procaspase-3 D3A mutant, primary screen, biochemical, absorbance, PC-3 D3A mutant, single concentration | Caspase-3 (Homo sapiens), P42574 | recombinant procaspase-3 D3A, Ac-DEVD-pNA absorbance 405 nm | activation, % at 8.5 µM | 0.11% of 330,000 active | AID 463141, 2010;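 active means activation above the mean of all tested compounds plus 3 SD, cut at about 21% in these data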;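 further: 0% = DMSO alone and 100% = DMSO wells spiked with extra 5 µM PC-3 D3A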
Target sequence (P42574 whole entry D9A/D28A/D175A): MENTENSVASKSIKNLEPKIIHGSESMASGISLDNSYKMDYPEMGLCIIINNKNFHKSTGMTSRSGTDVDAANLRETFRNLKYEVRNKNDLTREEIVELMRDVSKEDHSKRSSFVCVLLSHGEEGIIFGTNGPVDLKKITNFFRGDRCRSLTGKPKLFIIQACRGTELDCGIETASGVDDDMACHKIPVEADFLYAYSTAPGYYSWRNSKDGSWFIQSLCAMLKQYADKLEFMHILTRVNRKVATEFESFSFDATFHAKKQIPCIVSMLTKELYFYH
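Assay system: Autoprocessing-dead procaspase-3 D3A mutant enzyme; also added: Ac-DEVD-pNA; doses: one concentration, 8.5 µM nominal, 0.8% DMSO; times: 1 h compound preincubation, 2 h substrate hydrolysis at 25 °C; technique: 405 nm absorbance of p-nitroaniline, reads at 0 and 120 min; measure: % activation between DMSO and enzyme-spiked controls; repeats: single replicate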
RPL19A-GFP yeast: RPL19A-GFP expression modulators in yeast, primary screen, cell-based, S. cerevisiae, multiplex flow cytometry, MLPCN | S. cerevisiae RPL19A-GFP strain, 3 h; stronger effect = lower value | percent response vs DMSO, % at 10 µM | 0.3% of 330,000 active | AID 2025, 2009;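 active means percent response vs DMSO below 50%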;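 further: median channel GFP fluorescence of the barcoded RPL19A-GFP strain; ratio of sample median GFP to plate DMSO average so 100% = DMSO; lower means less RPL19A-GFP as with rapamycin TOR inhibition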
AHR activator: AHR activators, primary screen, cell-based, luminescence, luciferase reporter, human | Aryl hydrocarbon receptor (Homo sapiens), P35869 | AHR-responsive luciferase reporter cells | activation, % at 5 µM | 2.5% of 320,000 active; in the data active means activation above about 47%;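 further: 0% = vehicle wells and 100% = reference agonist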
Target sequence (P35869 whole entry, looked up): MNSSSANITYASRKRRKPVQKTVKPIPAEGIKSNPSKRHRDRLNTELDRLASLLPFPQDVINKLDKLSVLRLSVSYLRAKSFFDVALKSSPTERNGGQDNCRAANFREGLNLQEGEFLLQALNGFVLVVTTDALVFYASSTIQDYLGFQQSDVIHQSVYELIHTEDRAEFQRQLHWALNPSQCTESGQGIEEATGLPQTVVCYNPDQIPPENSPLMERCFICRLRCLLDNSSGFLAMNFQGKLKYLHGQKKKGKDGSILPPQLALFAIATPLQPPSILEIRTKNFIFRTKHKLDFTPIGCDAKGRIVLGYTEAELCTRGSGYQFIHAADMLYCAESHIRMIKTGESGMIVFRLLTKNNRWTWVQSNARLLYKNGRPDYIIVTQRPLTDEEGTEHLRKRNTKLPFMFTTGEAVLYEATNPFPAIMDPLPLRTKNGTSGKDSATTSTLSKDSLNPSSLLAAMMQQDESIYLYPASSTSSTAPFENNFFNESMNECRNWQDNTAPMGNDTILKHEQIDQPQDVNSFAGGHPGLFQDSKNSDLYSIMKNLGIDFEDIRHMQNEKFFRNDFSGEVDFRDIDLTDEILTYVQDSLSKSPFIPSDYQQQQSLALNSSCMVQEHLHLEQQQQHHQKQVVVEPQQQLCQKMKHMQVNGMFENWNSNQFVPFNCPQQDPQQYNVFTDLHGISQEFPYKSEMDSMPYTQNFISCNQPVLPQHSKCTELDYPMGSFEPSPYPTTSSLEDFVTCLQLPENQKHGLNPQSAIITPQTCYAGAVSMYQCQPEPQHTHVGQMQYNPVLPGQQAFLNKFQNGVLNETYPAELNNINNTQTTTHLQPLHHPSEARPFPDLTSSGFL
CIT2-GFP yeast: modulators of CIT2-GFP expression in yeast, primary screen, S. cerevisiae, GFP fusion, multiplex flow cytometry, MLPCN library | AID 2029, 2009 | S. cerevisiae CIT2-GFP strain, 3 h; 100 means same as DMSO wells | 0.065% of 320,000 active | GFP response vs DMSO, % at 10 µM;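 active means GFP response relative to DMSO above a set limit, near the screen mean plus 3 SD, cut at about 150% in these data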;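 further: ratio of well median GFP fluorescence to mean of DMSO wells on the plate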
Starred values were filed as active, the others as inactive; nt = not tested or not shown.

Values run as follows: LAP4 TOR yeast	MEP2 TOR yeast	AHR activator	AGP1 TOR yeast	procasp3 activ	proCasp7 act	RPL19A-GFP yeast	CIT2-GFP yeast
Cc1ccc(S(=O)(=O)N2CCCC(C(=O)N3CCCc4ccccc43)C2)cc1 (stereo unspecified)
→ 83	94	0	91	10	10	92	97
CN(C)C(=S)NC(=O)c1cccc(Cl)c1
→ 115	106	-2	101	-11	-3	101	94
CC(C)NC(=S)N1CCN(Cc2ccc3c(c2)OCO3)CC1
→ 92	88	1	94	-1	0	95	89
CN(C)CCNc1ncnc2c1sc1nc(-c3ccccc3)c3c(c12)CCCC3
→ 101	164	4	23	-7	7	72	99
O=C(O)c1cc2c(ccc3ccccc32)[nH]1
→ 95	108	3	105	-1	1	91	122
NC(=O)COc1ccc(C(=O)/C=C2/C(=O)Nc3ccccc32)cc1
→ 103	91	14	105	-8	-4	94	109
Cc1cccc(CCNC(=O)C2CCCN(c3ncnc4c3nc3n4CCCCC3)C2)c1 (stereo unspecified)
→ 101	103	2	106	6	10	109	108
CCCS(=O)(=O)N1CCCC(C(=O)NCCc2cccc(C)c2)C1 (stereo unspecified)
→ 99	107	1	100	5	-5	104	109
COc1ccc(C2CC(c3cccs3)=NN2C(=O)CSc2nc(=O)n3cc(C)ccc3n2)cc1 (stereo unspecified)
→ 104	99	2	103	-8	-9	97	95
Cc1nc2ncnn2c(C)c1CCC(=O)N1CC(C)CC(C)C1 (stereo unspecified)
→ 105	105	0	104	3	3	102	101
Nc1c(C(=O)Nc2ccccc2F)sc2nc(Cc3ccccc3)cc(C(F)(F)F)c12
→ 103	104	1	107	5	6	nt	106
Cc1c(OCC(=O)NCc2cccnc2)ccc2c3c(c(=O)oc12)CCCC3
→ 117	107	1	123	4	0	104	103
CC(=O)Nc1ccc(NC(=O)C(C)OC(=O)CSCc2cccc(Cl)c2)cc1 (stereo unspecified)
→ 102	108	-3	108	2	0	102	108
Cc1[nH]c2ccccc2c1C(=O)CN1CCCC1
→ 116	120	2	116	0	3	108	115
CC1CCCN(S(=O)(=O)Cc2ccc(Cl)cc2)C1 (stereo unspecified)
→ 97	103	-8	106	-1	-3	102	nt
N#Cc1ccccc1S(=O)(=O)N1CCN(c2ccc(S(=O)(=O)N3CCOCC3)cn2)CC1
→ 98	107	0	114	-3	-1	101	107
C=Cc1ccc(COC(=O)c2cn(CC)c3nc(C)ccc3c2=O)cc1
→ 117	110	-2	105	-1	8	103	101
COC(=O)c1ccc(-n2c(C)nc(=O)c(-c3ccccc3)c2C)cc1
→ 93	98	-2	89	3	-4	98	96
COc1ccc(/C(O)=C2/C(=O)C(=O)N(Cc3cccnc3)C2c2ccncc2)cc1F (stereo unspecified)
→ 103	95	2	97	1	-5	95	87
CN(C)P(=NC(=O)COc1ccc(Cl)cc1Cl)(N(C)C)N(C)C
→ 108	108	1	104	4	5	101	110
CCCCn1c(N)c(N(CC(C)C)C(=O)C2CC(=O)N(Cc3ccco3)C2)c(=O)[nH]c1=O (stereo unspecified)
→ 113	106	-1	115	4	0	111	110
Cc1c(NC(=O)c2ccc(N(C)S(C)(=O)=O)cc2)c(=O)n(-c2ccccc2)n1C
→ 102	101	3	106	3	11	102	103
O=C(NCc1ccc2c(c1)OCO2)c1cc(-n2cnnc2)ccc1Cl
→ 99	105	1	106	6	-2	103	101
O=C(c1ccc(S(=O)(=O)N2CCCC2)cc1)N(c1ccccc1)C1C=CS(=O)(=O)C1 (stereo unspecified)
→ 120	103	-1	112	8	9	101	105
CCc1ccc(NC(=O)CN(C)S(=O)(=O)c2ccc3[nH]c(=O)oc3c2)cc1
→ 99	106	6	101	-4	-4	102	103
COc1cc(CN2CCN(C(=O)c3ccccc3F)CC2)cc(OC)c1OC
→ 96	108	nt	103	nt	nt	105	104
Cc1cccc(C(=O)N2CCN(Cc3ccc4c(c3)OCO4)CC2)c1
→ 94	100	1	102	3	0	96	115
CSc1nc2sc3c(c2c(=O)n1C)CCC3
→ 89	104	0	104	2	0	105	106
COc1cc(C(=O)NC(=S)Nc2cccc(-c3cc4ccccc4oc3=O)c2)cc(OC)c1OC
→ 88	96	-3	90	-8	-2	91	96
CC(C)Cc1cc(C(=O)Nc2cc(Cl)ccc2Cl)no1
→ 116	89	16	107	11	-2	105	111
CC(C)CNS(=O)(=O)c1ccc(CCC(=O)NC2CCCCC2)cc1
→ 104	96	-1	100	3	3	94	95
C/C(Cl)=C\Cn1c(O)c(N=NC(N)=S)c2ccccc21
→ 99	87	24	100	1	-16	98	98
CCCCCC(=O)Nc1ccc(-c2csc(N)n2)cc1
→ 102	100	2	102	0	1	106	106
Oc1ccc(NCc2ccccc2OCc2ccccc2)cc1
→ 91	84	9	99	0	-13	98	94
c1ccc([C@H]2CC3C[C@@H](c4ccccc4)N2O3)cc1
→ 99	104	-3	101	-4	3	99	100
N#CCCN(Cc1cccnc1)C(=S)NC1CC2C=CC1C2 (stereo unspecified)
→ 88	99	0	84	4	3	96	85
O=C(CSc1nnc(Cn2nnc(-c3ccccc3)n2)n1-c1ccccc1)Nc1ccc(F)cc1
→ 109	110	1	129	-1	6	116	113
Cc1ccc(Cn2c(=N)c(C(=O)NCc3ccco3)cc3c(=O)n4ccccc4nc32)cc1
→ 97	155	0	19	-11	-20	71	102
Cc1cccc(-c2noc(CN(C)C(=O)c3ccc4c(c3)OCO4)n2)c1
→ 91	106	2	89	-5	-2	88	92
CCN(C(=O)COC(=O)c1ccc(Cl)c(N)c1)C1CCS(=O)(=O)C1 (stereo unspecified)
→ 98	92	0	98	5	1	92	98
COC(=O)c1sccc1NC(=O)c1csc(C)c1
→ 96	93	18	84	-6	-1	89	84
CN(N)c1nc(-c2ccccc2)cc(-c2ccccc2)n1
→ 99	105	66*	87	0	0	104	88
N#Cc1nc(-c2ccco2)oc1NCCCn1ccnc1
→ 97	99	70*	100	3	8	100	100
Cc1ccc(-n2c(-c3ccccc3)n[nH]c2=S)cc1
→ 93	102	3	100	5	-8	101	92
CCOc1cc(/C=N\NC(=O)c2ccc(NC(=O)CC)cc2)ccc1OC(=O)c1ccccc1
→ 82	100	-2	99	-1	10	94	95
CCc1ccc(CN2C(=O)c3ccccc3C2C(=O)NC(C)CC)cc1 (stereo unspecified)
→ 91	105	-1	100	2	18	105	102
O=C(O)C1CCCCC1C(=O)NCc1ccccn1 (stereo unspecified)
→ 85	89	2	89	0	5	91	90
CCC1COC(c2cccn2Cc2ccc(Cl)cc2)=N1 (stereo unspecified)
→ 97	97	0	95	-8	-2	103	104
Cc1ccc(Nc2nnc(SCc3ccccc3)s2)cc1
→ 111	102	28	96	10	-5	101	98
O=C(Nc1nnc(S(=O)(=O)N2CCOCC2)s1)c1ccccc1F
→ 105	100	3	97	3	7	99	104
CCN(CC)S(=O)(=O)c1ccc2nc(NC(=O)c3ccco3)sc2c1
→ 85	98	4	96	5	2	101	99
Cc1ccccc1NS(=O)(=O)c1ccc(OCC(=O)N2CCCCC2)cc1
→ 88	98	3	nt	4	-1	96	101
CCOc1ccc(CCNC(=O)CCNC(=O)c2ccc(Br)cc2)cc1OCC
→ 94	100	0	99	6	3	105	102
Cc1ccc(C)c(Cn2c(C(=O)OC(C)C)cc3c2ccn3C)c1
→ 96	101	3	106	7	3	99	103
CC1=CC(=C2N=C(c3ccccc3)OC2=O)C=C(C)O1
→ 105	101	6	104	-4	3	99	96
COc1cc(C(=O)NCCOc2cc(C)cc(C)c2)c(Br)c(OC)c1OC
→ 116	108	16	107	10	-8	107	108
Cc1cc(C)c(C#N)c(SCC(=O)N2CCCCC2)n1
→ 109	97	28	97	0	-13	100	92
Cc1cc(C)cc(C(=O)N(NC(=O)Nc2ccc(Cl)cc2)C(C)(C)C)c1
→ 105	110	0	108	-4	14	104	108
Cc1ccc(CCNC(=O)c2cc(-c3ccncc3)nc3ccc(S(=O)(=O)N4CCOCC4)cc23)cc1
→ 124	nt	1	113	2	12	92	101
CCC(=O)N/C=C/n1cnc2cc(C(F)(F)F)ccc21
→ 99	95	7	94	5	2	94	89

2 compounds picked at random from those above:
Values run as follows: LAP4 TOR yeast	MEP2 TOR yeast	AHR activator	AGP1 TOR yeast	procasp3 activ	proCasp7 act	RPL19A-GFP yeast	CIT2-GFP yeast
Cc1cc(C)cc(C(=O)N(NC(=O)Nc2ccc(Cl)cc2)C(C)(C)C)c1
→ 105	110	0	108	-4	14	104	108
CCC(=O)N/C=C/n1cnc2cc(C(F)(F)F)ccc21
→ 99	95	7	94	5	2	94	89

The list goes on.
Values run as follows: LAP4 TOR yeast	MEP2 TOR yeast	AHR activator	AGP1 TOR yeast	procasp3 activ	proCasp7 act	RPL19A-GFP yeast	CIT2-GFP yeast
CCCOc1ccc2oc(=O)c3c(c2c1)CCCN3C(=O)CN1CCN(C(=O)c2ccco2)CC1
→ 96	98	10	100	-5	4	100	99
O=C(NCC(=O)N(CC1CCCO1)C(C(=O)NC1CCCCC1)c1ccc(F)cc1)c1ccco1 (stereo unspecified)
→ 95	94	-3	93	-2	-6	99	89
COc1ccc(NCC(=O)N/N=C/c2ccc3c(c2)OCCO3)cc1
→ 93	98	12	94	-4	-16	100	97
Cc1cc(C(=O)CN2C(=O)NC3(CCCc4sccc43)C2=O)c(C)n1-c1ccc(Cl)cc1 (stereo unspecified)
→ 91	101	-5	103	-2	-3	105	95
CCCCCCCC(=O)OCC(O)CO (stereo unspecified)
→ 116	93	-1	83	9	-1	96	79
CCCCCNC(=O)Cc1ccc(S(=O)(=O)N2CCOCC2)s1
→ 98	94	10	95	0	2	92	89
CCc1ccc(NC(=S)N2CCN(c3cccc(OC)c3)CC2)cc1
→ 87	92	-2	87	-3	3	93	82
COc1ccc(S(=O)(=O)NCC2CCC(C(=O)NCc3ccco3)CC2)cc1 (stereo unspecified)
→ 104	107	3	106	-8	4	108	103
Cc1cc(C(=O)CCC(=O)N2CCN(S(=O)(=O)c3ccccc3)CC2)c(C)s1
→ 110	101	0	107	-1	3	98	106
Cc1ccc(NC(=S)NNC(=O)c2cn(C)nc2C)cc1
→ 106	106	11	110	-14	-9	106	107
Cc1ccc(NC(=O)C2CC(=O)N(C(C)C)C2)cc1Cl (stereo unspecified)
→ 101	101	9	105	3	1	104	101
O=C(Nc1nccs1)c1ccc(-c2ccccc2[N+](=O)[O-])o1
→ 72	119	68*	88	5	-13	102	87
Cc1ccc2c(c1)N(Cc1ccncc1)C(=O)C(C)O2 (stereo unspecified)
→ 98	97	0	107	-2	3	98	100
CCc1ccc(C(C)NC(=O)c2ccc3c(c2)OCO3)cc1 (stereo unspecified)
→ 105	94	14	102	1	-3	98	101
COc1cc(NC(=O)c2cc(-c3cccnc3)nc3ccc(C)cc23)c(OC)cc1Cl
→ 100	103	5	103	4	-1	98	101
Cc1ccccc1NC(=S)N1CCC(C(=O)c2ccc(F)cc2)CC1
→ 109	111	-1	109	4	9	104	104
